BRCA1 expr up – BRCA1 expression activation. MCF7-BRCA1-FFLuc reporter, luminescence, 48 h; response scale: scaled: vehicle 0%, 10 µM genistein 100%. Potency, µM (series often up to 46.1 µM), for the others: at the top dose activation, hits mostly activators. hit rate 1.1% among 380,000. AID 624202; note: nearly all actives have a fitted effect of over 80% in size; some results filed as inactive show a strong effect at the top dose
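Activators of BRCA1 expression were detected as increased firefly luciferase luminescence in engineered MCF7 cells after 48 h compound incubation. Signals were scaled to genistein 10 microM as full activation.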
uPA generation – blocks generation of uPA at the cell surface | cell surface uPA generation assay, qHTS | Potency, µM (highest dose often 38.3 µM), for the others: at the top dose activity change, negative = inhibition, actives largely listed as inhibitors | hit rate 0.31% among 330,000 | AID 540303; active = well fitted inhibition curve with a large enough effect; inconclusive = small, poorly fitted or top-dose-only effect; inactive = no such curve, though single readings can be large or run the other way; tested in mouse RAW 264.7 cells; note: % is set by controls: 0 for no effect and ±100 for the full control effect; nearly all actives have a fitted effect of over 55% in size
Rab9 prom act – Rab9 promoter activation; hit rate 2.8% among 320,000; Huh7 Rab9 promoter-luciferase reporter, luminescence, 24 h; Potency, µM (titrated, usually from 9.22 µM), for inactives: top-dose activation, negative = inhibition, actives largely listed as activators; note: % of control where 0% means no effect; nearly all actives have a fitted effect of over 60% in size
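Huh7 reporter line, Rab9 promoter upstream of luciferase. Compound exposure 24 h at 37 °C in reduced-serum medium with 10% FBS. Read-out: luminescence.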
MBNL1-CUG inh – MBNL1-poly(CUG) RNA binding inhibition; Q9NR56; TR-FRET MBNL1-His/biotin-(CUG)12 binding, 665/545 ratio; Potency, µM (highest dose often 57.5 µM), without a hit: at the highest dose activity change, negative = inhibition, hits mostly inhibitors; hit rate 0.036% among 280,000; AID 2675; active = well fitted inhibition curve with a large enough effect in the signal ratio, with a control signal flat, not every such curve was filed as active; inconclusive = small, poorly fitted or top-dose-only effect, or effect the other way, or a change in a side signal; inactive = no such curve, though single readings can be large or run the other way; the % refers to the signal ratio; note: % is set by controls: 0 for no effect and ±100 for the full control effect
Target sequence (Q9NR56 whole entry, looked up): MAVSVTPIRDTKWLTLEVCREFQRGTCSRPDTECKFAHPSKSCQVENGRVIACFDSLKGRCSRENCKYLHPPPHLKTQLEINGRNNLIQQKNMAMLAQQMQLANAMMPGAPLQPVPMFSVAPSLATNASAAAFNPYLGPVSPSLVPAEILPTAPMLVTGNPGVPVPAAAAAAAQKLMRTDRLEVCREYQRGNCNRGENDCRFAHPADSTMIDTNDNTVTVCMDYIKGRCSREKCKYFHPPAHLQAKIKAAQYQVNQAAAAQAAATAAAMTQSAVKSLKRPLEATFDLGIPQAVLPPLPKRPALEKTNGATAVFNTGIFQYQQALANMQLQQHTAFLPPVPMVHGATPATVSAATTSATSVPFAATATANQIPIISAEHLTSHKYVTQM
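TR-FRET between His-tagged MBNL1 and biotin-(CUG)12 RNA, detected with Tb anti-His antibody (0.055 ng/ul) and streptavidin-XL665 (5 nM), 60 min at room temperature. Compounds titrated 92 nM to 58 uM; 665/545 nm ratio normalized to buffer and complex controls.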
CXXC DNA block – inhibitors of human MLL CXXC domain-DNA interaction. hit rate 0.037% among 290,000. Q03164. Potency, µM (series often up to 115 µM), inactives show at the highest dose activity change, negative = inhibition, most hits filed as inhibitors. MLL-CXXC / FITC-HOXA9 DNA fluorescence polarization. AID 2662; active = well fitted inhibition curve with a large enough effect in the polarisation, with a control signal flat, not every such curve was filed as active; inconclusive = small, poorly fitted or top-dose-only effect, or effect the other way, or a change in a side signal; inactive = no such curve, though single readings can be large or run the other way; the % refers to the polarisation
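Steps: dispense CXXC domain solution (7 uM) → pin compounds or unlabeled HOX-A9 DNA control → 5 min ambient → add FLSN-HOX-A9 solution (50 nM) → spin → 30 min ambient → fluorescence polarization. Tris pH 7.5/NaCl/DTT/BSA buffer.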
VP16 counter – inhibits Gal4-VP16 luciferase reporter, ROR gamma counter-screen | Drosophila S2 Gal4-VP16 UAS-luciferase, luminescence, 20 h | Potency, µM (highest dose often 53.6 µM), without a hit: at the top dose activity, negative = inhibition, most hits filed as inhibitors | hit rate 3.5% among 310,000 | AID 2546;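 note: Gal4-VP16 expression switched on by copper sulfate through the metallothionein promoter; % is set by controls: 0 for no effect and ±100 for the full control effect; nearly all actives have a fitted effect of over 50% in size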
RORgamma inh – ROR gamma (mouse) transcription inhibition | Drosophila S2 Gal4-RORgamma UAS-luciferase reporter, 20 h | hit rate 5.4% among 310,000 | AID 2551 | P51450 | Potency, µM (highest dose often 53.6 µM), inactives show top-dose activity change, negative = inhibition, hits mostly inhibitors; note: % is set by controls: 0 for no effect and ±100 for the full control effect; nearly all actives have a fitted effect of over 60% in size
Target sequence (P51450 whole entry, looked up, the tested form may be a part): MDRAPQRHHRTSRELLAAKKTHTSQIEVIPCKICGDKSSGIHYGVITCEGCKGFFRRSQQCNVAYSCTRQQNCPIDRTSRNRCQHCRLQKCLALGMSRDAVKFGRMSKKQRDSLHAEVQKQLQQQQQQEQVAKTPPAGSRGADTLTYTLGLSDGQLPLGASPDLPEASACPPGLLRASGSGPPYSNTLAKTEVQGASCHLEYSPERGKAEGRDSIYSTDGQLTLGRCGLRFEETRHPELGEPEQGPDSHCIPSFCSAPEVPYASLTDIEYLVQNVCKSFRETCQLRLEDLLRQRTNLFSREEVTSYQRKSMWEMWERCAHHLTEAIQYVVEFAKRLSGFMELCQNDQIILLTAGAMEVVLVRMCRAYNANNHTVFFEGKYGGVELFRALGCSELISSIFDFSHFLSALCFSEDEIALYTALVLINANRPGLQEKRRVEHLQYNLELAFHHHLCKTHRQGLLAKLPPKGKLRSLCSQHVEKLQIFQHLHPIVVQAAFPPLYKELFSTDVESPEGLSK
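Stable Schneider cell line, Gal4 DNA-binding domain fused to ROR gamma, UAS-luciferase. Cmpd 1 hr RT → CuSO4 700 uM final → 20 hr RT → luciferase reagent 10 min → luminescence.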
ELG1 genotoxic – induces genotoxicity in HEK293T cells with luciferase-tagged ELG1. AID 504466. HEK293T ELG1-luciferase reporter, luminescence, 16 h. Potency, µM (highest dose often 46 µM), for inactives: top-dose activity change, positive = activation, most hits filed as activators. hit rate 1.3% among 330,000; note: % of control where 0% means no effect; nearly all actives have a fitted effect of over 60% in size
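Reporter readout depends on ELG1 protein level, which increases with genetic stress. After 16 hr compound exposure at 37 °C, luciferase activity was quantified using ONE-Glo.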
NPC1 promoter act – NPC1 promoter activation; hit rate 2.4% among 320,000; Huh7 NPC1 promoter luciferase reporter, 24 h; AID 485313; Potency, µM (series often up to 9.22 µM), for the others: at the highest dose activation, most hits filed as activators;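 note: % of control where 0% means no effect; nearly all actives have a fitted effect of over 60% in size; reporter is driven by a mutant NPC1 promoter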
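Luciferase expression driven by the NPC1 promoter was measured in stably transfected Huh7 cells after a 24 h compound incubation, using a luciferase reagent and a luminescence read.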
FLuc modulator – inhibits or activates purified firefly luciferase, miR-21 counter-screen; purified FLuc, Km substrates, luminescence inhibition; AID 588342; P08659; hit rate 6.9% among 360,000; Potency, µM (titrated, usually from 57.5 µM), for inactives: at the highest dose activity change, negative = inhibition, most hits filed as inhibitors;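 note: plate controls were vehicle for no effect and reference inhibitor for full effect; nearly all actives have a fitted effect of over 55% in size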
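Purified P. pyralis luciferase (10nM final) with 10uM D-luciferin and 10uM ATP (Km levels) in 50mM Tris acetate pH 7.5, 10mM Mg acetate, 0.01% Tween-20, 0.05% BSA; qHTS 6-point titration, ~60 µM downward; luminescence read.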
p53 reactivation – re-activators of mutant p53 | H1299 p53-A138V BP100-luciferase reporter, luminescence, 24 h | Potency, µM (titrated, usually from 92.2 µM), for inactives: at the top dose activity change, positive = activation, usual class: activators | hit rate 0.063% among 320,000 | AID 504706; note: % of control where 0% means no effect; nearly all actives have a fitted effect of over 45% in size
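H1299 (p53-null), stable ts p53-A138V + BP100-Luc; 1000 cells/well, Opti-MEM/10% FBS; cpd 4 pt, 1:5; 24 h, 37 deg C, 5% CO2; detection reagent 10 min RT; luminescence.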
Active calls of the source: *; ? = inconclusive; . = no result given; [ ] = remark or other dose. Unless noted, calls come from the whole dose curve; as a rule, active = well fitted curve in the direction sought with a large enough effect; inconclusive = small, poorly fitted or top-dose-only effect, or another doubt; inactive = no such curve, though single readings can be large; an effect the other way counts as inactive or inconclusive. Potency is the fitted concentration of half-maximal effect. A portion of the library. The share of hits here may be higher or lower than overall.

entry	structure	BRCA1 expr up	uPA generation	Rab9 prom act	MBNL1-CUG inh	CXXC DNA block	VP16 counter	RORgamma inh	ELG1 genotoxic	NPC1 promoter act	FLuc modulator	p53 reactivation
1	Cc1ccc(CNC(=O)c2ccc(S(=O)(=O)N(C)C)cc2)n1C	0%	4%	0%	0%	10%	6%	29%	0%	2%	-1%	-2%
2	Cc1cccc(C)c1OC(=O)CN1C(=O)c2ccccc2C1=O	9%	-1%	6%	-7%	0%	-17%	-6%	0%	8%	-4%	1%
3	CCn1nc(C)c(CNC(=O)c2cc(COc3ccccc3SC)on2)c1C	20%	-1%	-1%	-3%	9%	4%	23%	-7%	0%	-16%	-5%
4	CN(CC1CCN(CCc2cccc(C(F)(F)F)c2)CC1)C(=O)c1ccccc1	-19%	-7%	-4%	-2%	-5%	9%	-24%	-3%	0%	-1%	.
5	Cc1cc(C)c(S(=O)(=O)NCCCn2ccnc2)c(C)c1	-35%	3%	-7%	-4%	-10%	6%	24%	-4%	1%	1%	-6%
6	COC(=O)c1ccc(OC)c(Cn2c(=O)n(C)c(=O)c3ccccc32)c1	3%	0%	-5%	-5%	1%	-8%	15%[1.91 µM]	4%	-2%	1%	.
7	Cc1cc(N(C)Cc2ccccc2)nc2cc(O)ccc12	21%	-4%	-1%	-2%	5%	3%	26%	7%	8%	?	7%
8	COC(=O)C1=C(C)NC(=O)/C1=C\c1cc(C)n(-c2cc(C)cc(C)c2)c1C	-28%	1%	-1%	1%	-3%	8%	-15%	-4%	1%	-13%	1%
9	COCCCN1CN=C(Nc2nc3ccccc3o2)NC1	82%	-3%	?	-4%	-3%	-2%	6%	?	?	?	-2%
10	CC1(C)CC(=O)C(C=NCCN2CCN(CCc3ccccc3)CC2)=C(O)C1	-11%	.	-2%	-11%	0%	-9%	-11%	-4%	-4%	0%	-12%
11	CCOC(=O)Cn1nnnc1C	1%	3%	-3%	0%	0%	7%	21%	?	-24%	-1%	5%
12	FC(F)(F)c1cccc(OCc2nnc3n2CCC3)c1	-8%	-8%	1%	.	26%	?	-6%	10%	0%	0%	-1%

Following part.
entry	structure	BRCA1 expr up	uPA generation	Rab9 prom act	MBNL1-CUG inh	CXXC DNA block	VP16 counter	RORgamma inh	ELG1 genotoxic	NPC1 promoter act	FLuc modulator	p53 reactivation
13	CSc1ccccc1NC(=O)Cc1ccccc1[N+](=O)[O-]	-9%	4%	-1%	?	-3%	-12%	54%	1%	1%	1%	0%
14	C/C(=N\O)C(=O)C(CN1CCCCC1)CN1CCCCC1	1%	3%	-3%	11%	20%	11%	-6%	2%	-15%	-6%	9%
15	COc1ccc2cc(C(=O)NCc3ccccc3)[nH]c2c1	65%	0%	20%	0%	?	18%	18%	1%	25%	-10%	4%
16	COc1ccc(-c2nn(-c3ccccc3C)cc2CNC(C)Cn2cncn2)cc1F (stereo not drawn)	-22%	-5%	0%	-8%	-5%	-3%	8%	-3%	-10%	-2%	-2%
17	CC(C)C(=O)Nc1ccc(-c2nnc(-c3ccccc3)o2)cc1	170%	2%	0.32µM*	1%	-1%	-3%	-3%	?	0.32µM*	2.4µM*	?
18	Cc1cc(NC(=O)Nc2c[nH]c(=O)[nH]c2=O)ccc1Br	10%	13%	10%	-8%	59%[activator]	-21%	4%	5%	4%	-14%	1%
19	CC1(C)C(c2ccccc2)=NC(c2ccc(Br)cc2)N1O (stereo not drawn)	-2%	.	-10%	0%	-2%	11%	-30%	-1%	0%	2%	-2%
20	CCCSc1nc(C)c(CC(=O)OCC)c(=O)[nH]1	-25%	-2%	-1%	-13%	3%	0%	19%	1%	1%	2%	2%
21	Cc1cc(C)c(NC(=O)CSc2nnc(Cc3cccn3C)n2-c2ccc(F)cc2)c(C)c1	-28%	.	-1%	3%	-10%	-6%	28%	-1%	-2%	2%	3%
22	CCOC(=O)c1sc(NC(=O)CN2C(=O)c3cccc4cccc(c34)C2=O)nc1C	-5%	0%	3%	14%	26%	-12%	?	0%	0%	0%	7%
23	COc1ccccc1/C=C(\C)C(=O)c1c(C)cc(C)[nH]c1=O	-16%	6%	0%[1.84 µM]	-6%	21%	-2%	10%	-1%	-3%	-1%	-3%
24	CCOC(=O)c1cc2c(ccn2C)n1CC(=O)N(CC)CC	0%	0%	2%	13%	-12%	-3%	29%	-1%	0%	1%	-1%

#25 Cc1cc(C)c(S(=O)(=O)N2CCN(C(=O)CCOc3ccccc3C)CC2)c(C)c1
#26 CC(NC(=O)c1ccc(Cl)cc1Cl)C(c1ccccc1)N1CCOCC1 (stereo not drawn)
#27 Cc1cccc(NC(=S)N2CCN(C(=O)C3CCCO3)CC2)c1 (stereo not drawn)
#28 Cc1ccc(C(=O)N/C(=C\c2cccs2)C(=O)N2CCN(C)CC2)cc1C
#29 COC(=O)c1cc(CSc2nc3ccc(C)cc3[nH]2)oc1C
#30 Cc1cc(C)nc(OC(C(=O)O)C(OCc2ccccc2)(c2ccccc2)c2ccccc2)n1 (stereo not drawn)

assay / entry,25,26,27,28,29,30
BRCA1 expr up,1%,-1%,-2%,-5%,-5%,3%
uPA generation,-1%,-1%,2%,18%,0%,8%
Rab9 prom act,-2%,-1%,-10%,-5%,-16%,0%
MBNL1-CUG inh,.,-9%,-7%,23%,-1%,-7%
CXXC DNA block,.,19%,-5%,27%,-1%,-10%
VP16 counter,.,-9%,-2%,-5%,?,-2%
RORgamma inh,.,22%,-16%,-12%,26%,3%
ELG1 genotoxic,-2%,11%,1%,1%,3%,-2%
NPC1 promoter act,-18%,-3%,-2%,2%,2%,-2%
FLuc modulator,-1%,5%,8%,5%,?,0%
p53 reactivation,4%,1%,12%,11%,-4%,8%

Entries of single compounds, looked up by structure. Values in the order: BRCA1 expr up, uPA generation, Rab9 prom act, MBNL1-CUG inh, CXXC DNA block, VP16 counter, RORgamma inh, ELG1 genotoxic, NPC1 promoter act, FLuc modulator, p53 reactivation
Results for `Cc1ccc(C(=O)N/C(=C\c2cccs2)C(=O)N2CCN(C)CC2)cc1C` → -5%, 18%, -5%, 23%, 27%, -5%, -12%, 1%, 2%, 5%, 11%
Results for `Cc1cccc(NC(=S)N2CCN(C(=O)C3CCCO3)CC2)c1` (stereo not drawn) → -2%, 2%, -10%, -7%, -5%, -2%, -16%, 1%, -2%, 8%, 12%

Further compounds.
#31 CC1Cc2ccccc2N1C(=O)CN1C(=O)C(=O)N(Cc2ccccc2)C1=O (stereo not drawn)
#32 CNC(=S)Nc1ccc(C)c(NC(=S)NC)c1
#33 CCOC(=O)C1(CC)NC(c2ccc(N(C)C)cc2)C2C(=O)N(C)C(=O)C21 (stereo not drawn)
#34 CC(C)CCNC(=O)C(c1ccco1)N(Cc1ccc(F)cc1)C(=O)c1snc(C(N)=O)c1N (stereo not drawn)
#35 CCOC(=O)c1ccc(NC(=O)COc2coc(CN3CCc4ccccc43)cc2=O)cc1
#36 CC(C)c1ccccc1N=C1SCCCN1C(=O)c1cccc(N2C(=O)CCC2=O)c1

assay / entry,31,32,33,34,35,36
BRCA1 expr up,-17%,-1%,-1%,-20%,28%,-8%
uPA generation,-1%,14%,0%,-2%,11%,3%
Rab9 prom act,6%,-4%,-6%,2%,-17%,3%
MBNL1-CUG inh,13%,0%,1%,13%,.,.
CXXC DNA block,8%,-4%,1%,-6%,.,.
VP16 counter,3%,-17%,-1%,-20%,.,.
RORgamma inh,24%,?,-25%[10 µM],?,.,.
ELG1 genotoxic,-6%,0%,0%,-3%,1%,-11%
NPC1 promoter act,6%,-1%,10%,0%,1%,0%
FLuc modulator,-1%,2%,1%,1%,0%,-22%
p53 reactivation,1%,-1%,15%,7%,2%,-9%

Sorted by the number under CXXC DNA block (ascending): some entries from above
item | SMILES | CXXC DNA block
32 | CNC(=S)Nc1ccc(C)c(NC(=S)NC)c1 | -4%
33 | CCOC(=O)C1(CC)NC(c2ccc(N(C)C)cc2)C2C(=O)N(C)C(=O)C21 (stereo not drawn) | 1%
31 | CC1Cc2ccccc2N1C(=O)CN1C(=O)C(=O)N(Cc2ccccc2)C1=O (stereo not drawn) | 8%

Assay outcomes: PubChem BioAssay, National Center for Advancing Translational Sciences (NCATS)
